High-throughput results as filed in PubChem BioAssay.
GSIS activator: GLuc luminescence reporter in INS-1E cells, primary screen for activators of glucose-dependent secretion of insulin. actives 0.61% (n = 370,000). activation, % at 16.6 µM. AID 743287. INS-1E GLuc reporter insulin secretion, 2-3 h;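 active = lowest replicate activation of at least 40%, so every replicate reaches that level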;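 note: 0% = median of neutral control wells and 100% = median of IBMX positive control wells; some compounds called inactive have numbers as strong as hits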
esBAF inh: SWI/SNF esBAF complex inhibition. mouse ES cells, Bmi1-luciferase knock-in reporter, 24 h; 100% = twice the neutral-well signal. reporter increase, % at 12.5 µM. actives 2% (n = 350,000). AID 602393; in the data active = activation above about 40%; inconclusive = no clear call, values can overlap the other calls;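 note: 0% = median of the plate's neutral control wells and 100% = double that signal; a rise in the Bmi1 reporter signal indicates esBAF inhibition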
XiGFP reactiv: X-chromosome reactivation activator; AID 743238; activation, % at 7.58 µM; actives 0.055% (n = 360,000); XiGFP mouse fibroblasts, % GFP-positive cells imaging, 3 d; cells co-treated with 5-aza-dC sensitizer; scaled so ellipticine positive control = 100%;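 active = mean normalized replicate activation at least 10% and every replicate at or above 10%; inconclusive = only one of the two criteria met; inactive = mean below 10% and not all replicates reach 10%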;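 note: 0% = median of on-plate neutral control wells and 100% = ellipticine 6 µM median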
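System: 68-5-11 XiGFP fibroblast line; Timing: 3 days compound exposure; Compound dosing: one concentration, pinned; Benchmarks: positive control ellipticine, 6 µM final; Buffer or medium: DMEM containing 5-aza-dC.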
ARNT-TACC3 inh: ARNT/TACC3 interaction disruption; Q9Y6A5; AlphaScreen His-ARNT PAS-B/GST-TACC3 binding, luminescence; TACC3 fragment carries E629A point mutation; inhibition, % at 9.99 µM; actives 0.66% (n = 390,000);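 active = mean inhibition of replicates at least 50% and at least half of replicates each reaching 50%; inconclusive = half or more replicates reach 50% but mean below 50%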;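 note: 0% = complete ARNT plus TACC3 wells and 100% = ARNT alone without TACC3; many hits fall short of the cut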
RAD52 inh: blocks human RAD52 DNA annealing. P43351. actives 0.46% (n = 360,000). inhibition, % at 18.7 µM. AID 651710. recombinant RAD52 DNA annealing, FRET fluorescence;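 active = every replicate showing at least 50% inhibition; inconclusive = mean inhibition at least 50% but not in every replicate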
ERAP1 inh: inhibitors of human ERAP1 aminopeptidase; recombinant ERAP1, Leu-AMC fluorescence, 60 min; Q9NZ08; actives 0.15% (n = 340,000); inhibition, % at 10.7 µM;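 active = mean replicate inhibition of at least 30%, or all replicates individually reaching that 30% level; inactive = mean below 30% and not every replicate reaching it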;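 note: 0% = neutral control wells and 100% = L-leucinethiol positive control wells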
Target sequence (Q9NZ08 whole entry, looked up): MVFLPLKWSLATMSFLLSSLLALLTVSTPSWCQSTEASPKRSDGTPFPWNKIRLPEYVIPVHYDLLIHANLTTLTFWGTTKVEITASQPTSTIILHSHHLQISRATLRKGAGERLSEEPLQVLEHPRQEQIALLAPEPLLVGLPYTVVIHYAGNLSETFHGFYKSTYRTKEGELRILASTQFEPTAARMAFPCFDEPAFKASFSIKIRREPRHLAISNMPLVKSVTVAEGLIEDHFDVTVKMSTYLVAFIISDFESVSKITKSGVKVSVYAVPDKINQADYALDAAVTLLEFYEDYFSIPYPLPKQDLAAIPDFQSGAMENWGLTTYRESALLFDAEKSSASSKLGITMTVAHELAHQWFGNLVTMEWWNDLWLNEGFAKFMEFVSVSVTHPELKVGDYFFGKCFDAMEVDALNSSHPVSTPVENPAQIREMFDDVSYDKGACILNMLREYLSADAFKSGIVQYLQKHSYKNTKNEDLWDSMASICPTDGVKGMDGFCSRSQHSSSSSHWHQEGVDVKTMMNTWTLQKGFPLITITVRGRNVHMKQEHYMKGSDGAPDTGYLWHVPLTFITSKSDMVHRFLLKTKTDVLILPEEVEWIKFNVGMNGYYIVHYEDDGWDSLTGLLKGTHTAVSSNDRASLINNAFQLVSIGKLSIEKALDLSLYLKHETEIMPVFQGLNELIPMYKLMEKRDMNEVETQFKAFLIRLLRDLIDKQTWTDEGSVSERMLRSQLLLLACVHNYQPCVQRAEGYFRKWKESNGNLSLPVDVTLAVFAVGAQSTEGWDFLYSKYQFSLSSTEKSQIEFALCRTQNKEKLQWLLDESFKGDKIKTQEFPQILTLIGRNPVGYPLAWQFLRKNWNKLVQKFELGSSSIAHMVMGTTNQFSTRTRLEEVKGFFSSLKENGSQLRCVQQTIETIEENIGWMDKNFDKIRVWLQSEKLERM
RAD54 branch: inhibitors of human RAD54 branch migration; RAD54 Holliday junction branch migration, FAM/BHQ fluorescence; inhibition, % at 10.4 µM; actives 0.14% (n = 360,000);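 active = mean normalized replicate activity at least 40 and at least half of replicates scoring 40 or more; inconclusive = only one of the two criteria met; inactive = mean below 40 and under half of replicates reaching 40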;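 note: 0% = median of neutral control wells and 100% = median of positive control wells; inhibitors cause a drop in the FAM fluorescence signal; in these data hits start at about 50%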
F508del corr: correctors of CFTR F508del function in bronchial epithelial cells | CFBE cells, YFP halide quenching; stimulated with forskolin plus potentiator P3; % fluorescence drop versus neutral controls | activity (quench increase), % at 7.58 µM | actives 0.36% (n = 350,000) | AID 720511;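 active = mean added fluorescence quench of at least 8% versus neutral control, with both replicates also reaching 8%; inconclusive = only one of the mean or replicate conditions met; inactive = mean below 8% and not both replicates reaching 8%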;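 note: cells transiently co-express mutant CFTR-F508del with the halide-sensitive YFP; corrector assay measuring rescue of mutant channel to the surface after 24 h compound exposure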
* marks the source's active call; other numbers are inactive results; u = inconclusive; x = no result given; & = joins results of further samples.

Molecule,GSIS activator,esBAF inh,XiGFP reactiv,ARNT-TACC3 inh,RAD52 inh,ERAP1 inh,RAD54 branch,F508del corr
CCOCCn1c(CN2CCN(c3cccc(Cl)c3)CC2)nc2c1c(=O)n(C)c(=O)n2C,-35,1,0.0,5,0,1,-18,-3.7
CCOc1ccc2nc(N(Cc3ccccc3)C(=O)CCNC(C)=O)sc2c1,-11,x,0.3,-1,-12,4,5,0.5
NS(=O)(=O)c1ccc(CCNC(=O)CCc2nc3sc4c(c3c(=O)[nH]2)CCCC4)cc1,36,-4,0.1,-25,-40,-2,-4,1.1
O=C(C[C@H]1CC[C@H](NS(=O)(=O)c2ccccc2)[C@@H](CO)O1)NCCN1CCCCC1,6,5,0.4,1,-2,-3,-3,-0.6
Cc1ccccc1-n1cc(C(=O)c2cc(Cl)ccc2O)cc(C#N)c1=O,-26,x,0.0,8,x,x,-8,x
CC1CC(c2ccccc2)n2nc(N3C(=O)c4ccccc4C3=O)nc2N1 (stereo not given),11,-3,x,0,x,x,2,x
O=C(NCC1CCCO1)c1nc(Cn2ccc([N+](=O)[O-])n2)no1 (stereo not given),5,-4,0.0,-3,-7,-8,x,2.8
C[C@@H]1CCCCO[C@H](CN(C)C(=O)CCCN(C)C)[C@@H](C)CN([C@H](C)CO)C(=O)c2cc(N(C)C)ccc2O1,13,7,0.0,-7,-13,0,3,0.3
CCOc1ccc(S(=O)(=O)N(CC(=O)NC2CCCC2)c2ccc(F)cc2)cc1,5,x,0.3,x,-6,0,-8,-3.9
O=c1c(-c2ccccc2)c(-c2ccccc2)oc2cc(O)cc(O)c12,-19,-4,0.1,12,6,-1,-1,-1.1
CO[C@H]1CN(C)C(=O)c2ccc(NC(=O)C3CC3)cc2OC[C@@H](C)N(C(=O)NC(C)C)C[C@H]1C,1,2,-0.3,-8,3,0,-11,-0.8
Cc1cc(-c2ccc(S(=O)(=O)NCc3ccc(F)cc3)cc2)on1,1,0,0.0,-3,-8,1,3,-0.9
CC1CCN(S(=O)(=O)c2ccc(NC(=O)CN3CCCCCC3)cc2)CC1,-16,-3,0.0,-21,-13,-2,3,2.5
CC(=O)NCCC1CCN(C(=O)c2cc(COc3ccc(C)nc3)on2)CC1,17,1,0.0,1,-10,1,-8,-1.6
COc1ccc(-c2nc(N)nc(C(F)(F)F)c2-c2cscn2)c(O)c1,-3,x,0.3,-4,-6,-1,7,0.9
COC(=O)CCCC1=CC2=CC(=O)C(C)(OC(=O)c3cccs3)C(=O)C2=CN1C1CC1 (stereo not given),-5,9,-0.3,5,-23,-2,-14,0.4
C[C@H]1[C@H](c2ccccc2)C[C@@H](C(=O)O)C1(C)C,7,0,0.0,-1,0,-2,9,-2.8
O=C(C[C@@H]1CC[C@H](NC(=O)CN2CCOCC2)[C@@H](CO)O1)NCc1cccc(F)c1,-1,2,-0.4,3,-3,-3,-5,-0.9
O=C(Cc1ccncc1)Nc1ccc2c(c1)[C@@H]1C[C@H](CC(=O)N3CCCCC3)O[C@H](CO)[C@@H]1O2,-17,-3,0.0,-1,-4,1,7,1.0
O=C(Nc1ccc(S(=O)(=O)N2CCOCC2)cc1)c1cccnc1,-1,x,0.5,-6,-2,-1,x,-1.2
CC[C@]12c3[nH]c4ccc(OC)cc4c3CCN1C(=O)C(CC(=O)NCCC1=CCCCC1)C[C@@H]2C(=O)N1CCN(C(=O)C2CC2)CC1 (stereo not given in full),-20,-1,-0.1,0,8,0,-10,-0.9
CS(=O)(=O)Nc1ccc(-c2cccc3nccn23)cc1,-18,1,0.1,x,-6,11,0,0.9
N#Cc1c2n(c3c(-c4ccccc4)ncnc13)CCC2,17,-8,x,2,x,x,13,x
COc1ccccc1Oc1coc2c(CN3CCN(C)CC3)c(O)ccc2c1=O,2,3,x,3,x,x,-14,x
C[C@@H]1CCCCO[C@H](CN(C)Cc2ccccc2)[C@@H](C)CN([C@H](C)CO)C(=O)c2cc(NS(=O)(=O)c3cccs3)ccc2O1,4,-1,0.0,-2,13,-10,-7,0.0
CC(C)(C)C1CCc2onc(C(=O)Nc3cccc(O)c3)c2C1 (stereo not given),-1,x,x,3,-4,4,x,-2.4
CCOC(=O)[C@]12CCCC=C1N(CCc1ccc(OC)c(OC)c1)C(=O)[C@H](CC(=O)N1CCN(C(=O)C3CC3)CC1)C2,-7,x,-0.1,x,2,-3,x,0.2
O=C(NCCCc1ccccc1)C1CC1,x,x,0.0,x,-15,-1,-15,-2.0
O=C(COC(=O)CC1CC2CCC1C2)Nc1ccccc1Cl (stereo not given),-1,-5,0.2,-9,5,0,2,0.6
C[C@@H]1CCCCO[C@H](CN(C)C(=O)Cc2ccccc2)[C@@H](C)CN([C@@H](C)CO)C(=O)c2cc(N(C)C)ccc2O1,-5,-1,0.1,2,-35,2,-4,-2.1
COc1ccc(CNC(=O)CSc2cc(=O)n(C)c3ccccc23)cc1,3,x,0.1,3,-18,6,x,x
CO[C@H]1CN(C)C(=O)c2ccc(NC(=O)c3nc4ccccc4s3)cc2OC[C@@H](C)NC[C@H]1C,0,4,0.0,2,10,7,13,0.2
COc1ccc(-c2cc3nc(C)cc(-c4ccc(OC)cc4)n3n2)cc1,-4,-12,0.2,-19,-31,x,15,0.3
COCC#Cc1ccc2c(c1)O[C@H](CN(C)C(=O)c1ccccc1F)[C@@H](C)CN([C@@H](C)CO)S2(=O)=O,7,1,-0.8,1,7,-1,-2,-3.0
CCc1cnc(N2[C@H](C#N)[C@H](c3ccc(C#Cc4ccccc4F)cc3)[C@H]2CO)s1,0,-56,0.0,-12,-108,-2,-28,4.7
O=C(NN=Cc1ccc(F)cc1)c1ccccc1NS(=O)(=O)c1cccs1,9,4,0.3,1,-17,0,3,3.3
CCc1ccc(/C=N/NC(=O)c2cc(-c3cccc([N+](=O)[O-])c3)n[nH]2)cc1,x,x,0.0,-3,-11,0,13,-0.6
COc1ccc2[nH]c3nc(SCC(=O)Nc4cccc(NC(C)=O)c4)nnc3c2c1,-9,13,0.0,-4,-10,0,2,-0.6
COCCCN(CC(=O)Nc1ccc(N2CCOCC2)cc1)S(=O)(=O)c1ccc(C)cc1,-9,0,0.0,-1,3,-1,-7,-0.2
O=C(CC(F)(F)F)N1C[C@@H]2[C@H](c3ccccc31)[C@@H](CO)N2CC1CCCCC1,-2,1,0.5,8,-13,-2,-7,-3.3
C=C1CCN([C@@H](CC(C)C)C(=O)O)S(=O)(=O)c2ccccc21,2,-5,0.0,-2,-10,x,-2,0.9
CC1(C)CC(=O)C=C(c2cccc(OC(=O)c3ccc(Br)cc3)c2)C1=O,-7,-8,0.7,x,-5,0,-13,-1.5
CC1CC(C)CN(C(=O)c2ccc3ncsc3c2)C1 (stereo not given),12,1,0.2,x,-10,0,-9,1.0
CCC(C)Nc1nc2c(c(=O)n(C)c(=O)n2C)n1Cc1ccc(Cl)cc1 (stereo not given),x,12,0.3,-11,-1,3,-1,0.1
O=C(Cn1nc(C(=O)O)c2ccccc2c1=O)c1cc(F)ccc1F,-5,-6,-0.1,3,-1,1,5,-0.6
CCOC(=O)N1CCC(N2CCCC(C(=O)c3ccc4cc(OC)ccc4c3)C2)CC1 (stereo not given),14,x,0.0,x,8,-12,x,-0.7
Cc1cc(NC(=O)c2ccc(N3CCCC3)c([N+](=O)[O-])c2)no1,4,x,0.2,1,-9,-4,x,-0.8
COc1ccc(-c2noc(CN(C)Cc3ccc(C)o3)n2)cc1,-11,x,0.1,-12,-17,2,x,0.2
COc1ccc(-n2nc(C(=O)NCC(=O)NCC3COc4ccccc4O3)c3ccccc3c2=O)cc1 (stereo not given),-4,x,0.1,-18,-9,2,x,-4.3
Cc1cc(C)c2c(c1C)C(=O)CCC2,1,3,0.2,0,-9,-1,-11,-3.4
CC(CN1CCOCC1)(NS(=O)(=O)c1ccccc1)c1ccccc1 (stereo not given),1,1,x,-5,-19,-3,-5,-0.8
O=C(Nc1cccc(C(F)(F)F)c1)c1cccnc1NCCO,-1,1,0.6,-2,-6,-4,1,1.6
Cc1noc(C)c1NC(=O)Nc1ccc2c(c1)C(=O)N([C@@H](C)CO)C[C@H](C)[C@H](CN(C)C(=O)Nc1ccc3c(c1)OCO3)OCCCC[C@H](C)O2,0,-5,0.2,-1,-4,0,-1,-1.4
C[C@@H]1CN([C@@H](C)CO)C(=O)c2cccc(NC(=O)Nc3ccccc3)c2O[C@H]1CN(C)S(=O)(=O)c1cn(C)cn1,9,-7,-1.0,-5,6,-7,4,1.6
CCOc1ccc(NC(=O)CSc2nc3c([nH]c4ccccc43)c(=O)n2C)cc1,9,-10,0.1,-7,-13,3,-3,-0.8
Cc1noc(C)c1S(=O)(=O)N(C)C[C@H]1OCCCC[C@@H](C)Oc2ccc(NC(=O)Nc3ccc4c(c3)OCO4)cc2C(=O)N([C@@H](C)CO)C[C@@H]1C,-5,-2,0.0,24,x,x,-13,0.6
O=C(NCC1CCCCC1)[C@@H]1[C@@H](CO)[C@@H]2Cn3c(cccc3=O)[C@H]1N2CCc1ccccc1,-7,1,0.3,1,2,1,4,x
C[C@H](CO)N1C[C@H](C)[C@@H](CN(C)C(=O)Nc2ccc3c(c2)OCO3)Oc2ccc(NC(=O)NC3CCCCC3)cc2C1=O,-7&-12,0&-5,-0.2&-0.1,-4&1,13&-4,0&-3,3&4,3.2&3.5
Cc1ccccc1CS(=O)(=O)Cc1ccc(C(=O)NCc2ccco2)o1,-9,2,0.0,x,x,x,7,x
CC(=O)COc1ccc(-c2csnn2)cc1,13,x,0.0,-6,-11,2,x,1.4

The results go on.
Molecule,GSIS activator,esBAF inh,XiGFP reactiv,ARNT-TACC3 inh,RAD52 inh,ERAP1 inh,RAD54 branch,F508del corr
Cn1c(=O)c2cc(S(=O)(=O)NC(C(=O)Nc3cccnc3)c3ccccc3)ccc2n(C)c1=O (stereo not given),0,-8,0.2,-12,-5,2,-4,-1.9
CC(C)CSc1oc(-c2ccco2)nc1S(=O)(=O)c1ccccc1,-2,x,-0.1,-9,-34,x,x,3.3
O=C([O-])c1cc(-c2ccccc2)cc(-c2ccccc2)[n+]1Cc1ccccc1,1,x,-0.3,x,-10,x,x,0.3
O=C(Cn1c(=O)sc2ccccc21)Nc1ccc(O)cc1,-13,5,0.0,-2,-2,-5,-1,0.8
COc1ccc(C(C)=O)cc1Cn1cnc2c(cnn2C)c1=O,50*,-6,-0.1,3,-15,2,-5,0.8
N/C(=N\OC(=O)c1ccccc1F)c1cccc([N+](=O)[O-])c1,x,u,0.0,34,16,6,9,0.5
C[C@H](O)C#Cc1ccc2c(c1)O[C@H](CN(C)CC1CCCCC1)[C@H](C)CN([C@H](C)CO)S2(=O)=O,1,-3,-0.1,4,-5,-3,-7,1.6
CC(C)n1c(CN2CCN(Cc3ccccc3)CC2)nc2ccccc21,6,-3,-0.1,15,8,x,-6,3.6
